TEAD-YAP inh: TEAD-YAP interaction inhibition, primary screen, TEAD-YAP interaction inhibitor project, luminescence, HEK-TIYL cells; inhibition, % at 9.12 µM; 1.4% of 640,000 active; TEAD-Gal4/YAP UAS-luciferase luminescence; in the data active = inhibition above about 32%;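 note: 0% = median of test compound wells and 100% = reference inhibitor wells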
FBW7 activator: FBW7 E3 ligase activators, primary screen, biochemical, AlphaScreen, human. F-box/WD repeat-containing protein 7 (Homo sapiens), Q969H0. AlphaScreen FBW7–phospho-cyclin E peptide binding, activator screen. normalized activity (activation), % at 26.1 µM. 0.13% of 650,000 active. AID 1259310, 2017; in the data active = normalized activity above about 1.9%;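 note: purified mutant Fbw7 with reduced substrate affinity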
GPR151 activ: activators of human GPR151, primary screen, cell-based, PathHunter beta-arrestin, luminescence | G-protein coupled receptor 151 (Homo sapiens), Q8TDV0 | PathHunter beta-arrestin GPR151 cells | activation, % at 11.2 µM | 1% of 650,000 active | AID 1508602, 2020; in the data active = activation above about 4.9%;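 note: 0% = median of compound wells and 100% = cells with positive control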
Target sequence (Q8TDV0 whole entry, looked up): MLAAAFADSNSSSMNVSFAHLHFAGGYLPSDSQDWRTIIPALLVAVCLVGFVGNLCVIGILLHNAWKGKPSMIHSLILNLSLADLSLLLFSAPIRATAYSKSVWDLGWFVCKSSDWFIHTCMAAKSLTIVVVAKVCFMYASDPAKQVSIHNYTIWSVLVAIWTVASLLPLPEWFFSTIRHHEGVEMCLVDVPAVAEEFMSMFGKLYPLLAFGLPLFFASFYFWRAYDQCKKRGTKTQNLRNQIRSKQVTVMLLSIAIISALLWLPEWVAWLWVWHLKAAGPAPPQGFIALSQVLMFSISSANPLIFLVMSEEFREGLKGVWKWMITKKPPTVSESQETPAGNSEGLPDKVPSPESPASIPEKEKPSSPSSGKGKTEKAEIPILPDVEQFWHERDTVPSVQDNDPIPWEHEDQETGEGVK
MITF inh: MITF inhibitors, primary screen, biochemical, AlphaScreen, human. inhibition, % at 2.6 µM. 0.91% of 650,000 active. AlphaScreen MITF homodimerization, bead proximity signal; in the data active = inhibition above about 50%;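 note: 0% = vehicle wells with protein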
Target sequence (O75030 whole entry, looked up): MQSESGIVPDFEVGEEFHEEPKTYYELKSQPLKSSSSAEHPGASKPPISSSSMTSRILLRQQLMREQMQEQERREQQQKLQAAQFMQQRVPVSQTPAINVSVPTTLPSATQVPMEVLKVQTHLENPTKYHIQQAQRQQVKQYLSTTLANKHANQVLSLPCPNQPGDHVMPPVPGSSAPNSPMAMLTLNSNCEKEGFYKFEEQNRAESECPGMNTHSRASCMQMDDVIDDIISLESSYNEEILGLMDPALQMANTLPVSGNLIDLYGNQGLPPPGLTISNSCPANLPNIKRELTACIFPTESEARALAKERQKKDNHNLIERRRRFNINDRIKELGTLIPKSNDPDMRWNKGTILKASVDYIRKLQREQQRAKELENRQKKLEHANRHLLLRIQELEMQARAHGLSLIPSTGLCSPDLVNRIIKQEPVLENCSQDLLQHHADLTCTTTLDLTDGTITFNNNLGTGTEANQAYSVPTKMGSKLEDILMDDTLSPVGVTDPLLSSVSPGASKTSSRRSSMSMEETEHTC
* = called active by the depositor; & = joins results of further samples.

Start of the listing, in advance (5 entries):
Compound | TEAD-YAP inh | FBW7 activator | GPR151 activ | MITF inh
CCOc1ccc(Nc2ccc(N3C(=O)C4C5C=CC(C5)C4C3=O)cc2[N+](=O)[O-])cc1 (configuration not stated) | 3 | -0.7 | -0.2 | 31
COc1cccc(NC(=O)CSC2=C(C#N)C(c3cccs3)C(C(=O)Nc3ccccc3)=C(C)N2)c1 (configuration not stated) | -2 | 0.0 | 1.1 | -5
CC1Oc2cc(Cl)ccc2N(Cc2ccc(C(F)(F)F)nc2)C1=O (configuration not stated) | 10 | 0.6 | -0.8 | 16
O=C(NNC(=S)NCc1ccco1)c1ccc(Cl)s1 | 1 | 0.1 | 4.6 | -8
COc1ccc(C2SCCN2S(=O)(=O)c2ccc(C)cc2)cc1Br (configuration not stated) | 4 | 0.1 | 0.5 | 3

The listing, from the first entry:
Compound | TEAD-YAP inh | FBW7 activator | GPR151 activ | MITF inh
CCOc1ccc(Nc2ccc(N3C(=O)C4C5C=CC(C5)C4C3=O)cc2[N+](=O)[O-])cc1 (configuration not stated) | 3 | -0.7 | -0.2 | 31
COc1cccc(NC(=O)CSC2=C(C#N)C(c3cccs3)C(C(=O)Nc3ccccc3)=C(C)N2)c1 (configuration not stated) | -2 | 0.0 | 1.1 | -5
CC1Oc2cc(Cl)ccc2N(Cc2ccc(C(F)(F)F)nc2)C1=O (configuration not stated) | 10 | 0.6 | -0.8 | 16
O=C(NNC(=S)NCc1ccco1)c1ccc(Cl)s1 | 1 | 0.1 | 4.6 | -8
COc1ccc(C2SCCN2S(=O)(=O)c2ccc(C)cc2)cc1Br (configuration not stated) | 4 | 0.1 | 0.5 | 3
CCOCCCn1c(SCC(=O)NCc2ccc(C)cc2)nc2c(sc3ccccc32)c1=O | 6 | 0.0 | -0.4 | 0
O=C(NNc1c(F)c(F)cc(F)c1F)c1ccc(OCC2CCCO2)cc1 (configuration not stated) | -6 | 0.1 | 0.3 | 6
CCCCCc1nnc(NC(=O)c2ccc(Cl)cc2)s1 | 4 | 0.2 | -0.4 | 3
COc1ccc(NC(=O)COc2ccc(-c3nn(C)c(=O)c4ccccc34)cc2)cc1 | -7 | 0.1 | 1.1 | 2
COC1C=CC(CNC(=O)CCn2c(=O)oc3ccccc32)(OC)O1 (configuration not stated) | -6 | -0.1 | 1.1 | -9
COc1ccc(NS(=O)(=O)c2coc(C(N)=O)c2)cc1 | 1 | 0.3 | -0.1 | -4
COc1cc(C(C[N+](=O)[O-])c2c(N)n(C)c(=O)n(C)c2=O)ccc1OCc1ccccc1 (configuration not stated) | -1 | 0.0 | 0.3 | 1
CCN(CC)c1nc(N)c2c(N)n(-c3ccc(OC)cc3)c(=S)c(C#N)c2c1C#N | 5 | 0.3 | 1.1 | 6
N/C(=N\N=C/c1ccc(O)cc1)c1ccccn1 | 93* | -0.7 | -6.6 | 29
COc1cc2[nH]c(=O)n(CCCCCC(=O)NC3CCCCC3)c(=O)c2cc1OC | 3 | -0.2 | -1.0 | 6
O=c1n(CCCN2CCN(c3cccc(Cl)c3)CC2)nc2ccccn12 | 9&4&-12 | 0.0&0.0&-0.2&0.1 | 0.1&-2.0&0.1&-1.6 | 10&-7&5&7
COc1ccccc1N1CCN(C(=O)c2ccc(S(=O)(=O)N3CCOCC3)o2)CC1 | 2 | 0.0 | 0.9 | 3
O=C(NCCCCc1ccccc1)c1cc([N+](=O)[O-])cc([N+](=O)[O-])c1 | 8 | 0.1 | 11* | 17
CC1CCCC(C)N1C(=O)COC(=O)CNC(=O)c1cccc(F)c1 (configuration not stated) | -2 | -0.1 | 1.4 | 2
COc1ccccc1OC1CCN(c2nncc(-c3ccccc3C)n2)CC1 | -2 | -0.2 | 1.6 | 6
CCOC(=O)c1sc2nc(N)c(C#N)cc2c1N | -19 | 0.0 | 1.5 | -2
O=C(Nc1ccc2c(c1)C(=O)NC2=O)c1ccc(NC(=O)c2ccco2)cc1 | 4 | -0.1 | 2.5 | 4
CC1(C)CC(C(CCN2C(=O)c3ccccc3C2=O)c2ccccc2)CCO1 (configuration not stated) | -11 | -0.2 | -0.9 | -2
Cc1cccc2cc(CN(Cc3cccnc3)C(=O)CC(C)(C)C)c3nnnn3c12 | -3 | 0.0 | 1.1 | 1
Cc1ncc2c(c1CNC(=O)c1ccsc1)CCN(C(=O)C1=NNC(=O)CC1)C2 | 1 | -0.2 | 0.9 | -4

Next section:
Compound | TEAD-YAP inh | FBW7 activator | GPR151 activ | MITF inh
COc1ccc(C(=O)COC(=O)CNS(=O)(=O)/C=C/c2ccc(C)cc2)cc1OC | 0 | 0.2 | 2.1 | 75*
COCCCNC(=O)NC(CCC(C)C)c1c(-n2cccc2)sc2c1CCN(C)C2 (configuration not stated) | 10 | -0.1 | 8.2* | -2
Cc1ccc(/C=C(/C#N)c2nc(-c3cc4c(ccc5ccccc54)oc3=O)cs2)o1 | -3 | 0.0 | -0.1 | 2
CC(C)C(=O)Nc1nnc(SCC(=O)Nc2ccc3c(c2)OCO3)s1 | 10 | 0.1 | 0.4 | 4
CN(C)S(=O)(=O)c1ccc(NC(=O)CCC(=O)O)cc1 | 9 | 0.5 | 0.0 | 28
CCOc1ccc2c(c1)/C(=c1/sc3n(c1=O)CN(c1ccc(C)cc1)CN=3)C(=O)N2 | 5 | 0.1 | -0.5 | 18
CCOc1ccc(S(=O)(=O)Nc2ccc(S(=O)(=O)N(CC)CC)cc2)cc1 | 13 | -0.1 | -1.8 | 3
Cc1cc(C)c(S(=O)(=O)NCCn2nc(C)c(Cl)c2C)c(C)c1 | 3 | -0.2 | -0.7 | -15
CCN1CCN(c2c([N+](=O)[O-])c(=O)n(CC)c3ccccc23)CC1 | 2 | -0.2 | 0.9 | -3
COc1ccc(NS(=O)(=O)c2ccc(C3CNC(=O)C3)cc2)cc1 (configuration not stated) | 4 | 0.2 | 3.7 | 5
O=C1CS/C(=N/N=C/c2cccc3ccccc23)N1 | 1 | 0.8 | -0.8 | -5
COc1nc(NC(C)C)nc(N(C)N)n1 | -9 | -0.8 | 1.7 | 14
CC(C)(C)c1nnc2c(-c3nc4ccccc4s3)c(N)[nH]n2c1=O | -12 | 0.2 | 0.9 | -3
COc1ccc(-c2ncc(C)c(NCCN(C(C)C)C(C)C)n2)cc1 | 0 | 0.4 | -1.1 | 16
CN(C)C(=O)C1C2NC(=S)N(c3ccccc3)C1(C)Oc1c(Cl)cc(Cl)cc12 (configuration not stated) | 8 | -0.2 | 1.1 | 17
Cn1cc([N+](=O)[O-])c(C(=O)N/N=C/c2ccccc2[N+](=O)[O-])n1 | -7 | -0.1 | -0.1 | -5
O=S(=O)(Nc1ccc(N2CCC(NCCc3ccco3)CC2)cc1)c1ccccc1 | 5 | -0.4 | -0.6 | -16
COc1ccc2nc(NC(=O)C3c4ccccc4C(=O)N(C)C3c3ccc(F)cc3)sc2c1 (configuration not stated) | 0 | 0.1 | -0.1 | 10
CCOC(=O)C1=C(C)N=c2s/c(=C\c3cccs3)c(=O)n2C1c1cccc2ccccc12 (configuration not stated) | 0 | 0.2 | -0.9 | -3
Cc1cccc(N2C(=O)NC(=O)/C(=C\c3ccoc3)C2=O)c1 | -4 | 0.2 | -0.5 | 58*
O=C(Cc1ccc(Cl)cc1)Nc1ccc(S(=O)(=O)Nc2ncccn2)cc1 | 9 | 0.1 | 1.1 | 7
Cc1nc(SCc2ccccc2C)n[nH]1 | -3 | 0.0 | -1.2 | -4
COc1ccc(CCNC(=O)C2=Cc3sc(C)c(C)c3CS2)c(OC)c1 | -8 | 0.0 | 0.0 | 1
CN(C)/C(=N\OC(=O)c1ccccc1)c1nonc1N | 2 | 0.7 | 0.9 | 4
O=C(CN1CCN(Cc2ccc(Cl)cc2)C1=O)NCCCN1CCOCC1 | -4 | -0.1 | 0.3 | -2

(more compounds)
Below each compound – TEAD-YAP inh | FBW7 activator | GPR151 activ | MITF inh
- Cc1ccc(S(=O)(=O)N2CCSC2c2ccc(Br)cc2)cc1 (configuration not stated)
 : 7 | 0.0 | 3.7 | 1
- O=C1C(Cl)=C/C(=N/S(=O)(=O)c2cccs2)c2ccccc21
 : 8 | -0.3 | 0.6 | 1
- CCN(CC)CCCNCc1c(F)cccc1Cl
 : -3 | 0.2 | 1.0 | 57*
- Cc1nc(N2CCOCC2)nc(Nc2cc(Cl)ccc2Cl)c1[N+](=O)[O-]
 : 0 | 0.1 | 2.5 | 5
- COc1ccc(OC)c2sc(NC(=O)/C=C/c3cccs3)nc12
 : 9 | 0.0 | 0.5 | -10
- COC(=O)C(Cc1ccccc1)NC(=S)NC(=O)c1ccccc1 (configuration not stated)
 : 8 | 0.0 | 0.2 | -3
- CN1C(=O)c2cccc3c(S(=O)(=O)Nc4ccc(C(=O)O)cc4)ccc1c23
 : 6 | 0.1 | -0.3 | 2
- CCCNC(=O)COc1ccc(S(=O)(=O)NCC(C)C)cc1C
 : 10 | 0.1 | 2.8 | -5
- CCOC(=O)c1cccc(NS(=O)(=O)c2cc(Br)cc3c2N(C(C)=O)CC3)c1
 : 6 | 0.1 | 0.8 | -4
- CC(=O)CCn1c(=O)c2cc3c(=O)n(CCC(C)=O)c(=O)c3cc2c1=O
 : 6 | -0.1 | -0.2 | 6

Five compounds out of the list, arranged by SMILES length, falling.
Below each compound – TEAD-YAP inh | FBW7 activator | GPR151 activ | MITF inh
- CC(=O)CCn1c(=O)c2cc3c(=O)n(CCC(C)=O)c(=O)c3cc2c1=O
 : 6 | -0.1 | -0.2 | 6
- O=C1C(Cl)=C/C(=N/S(=O)(=O)c2cccs2)c2ccccc21
 : 8 | -0.3 | 0.6 | 1
- COC(=O)C(Cc1ccccc1)NC(=S)NC(=O)c1ccccc1 (configuration not stated)
 : 8 | 0.0 | 0.2 | -3
- CCCNC(=O)COc1ccc(S(=O)(=O)NCC(C)C)cc1C
 : 10 | 0.1 | 2.8 | -5
- CCN(CC)CCCNCc1c(F)cccc1Cl
 : -3 | 0.2 | 1.0 | 57*

Following part.
Below each compound – TEAD-YAP inh | FBW7 activator | GPR151 activ | MITF inh
- O=C(N/N=C/c1cc(Br)c(O)c(Br)c1)c1cccc([N+](=O)[O-])c1
 : -1 | -0.1 | 1.1 | -12
- COc1ccc(-n2ncc3c(N4CCCCC4)ncnc32)cc1
 : 91* | 0.4 | -7.9 | 12
- COCCCN(C(=O)CCl)c1c(N)n(Cc2ccccc2)c(=O)[nH]c1=O
 : 13 | -0.1 | -0.6 | 0
- COCCN1C(=O)c2oc3cc(C)c(C)cc3c(=O)c2C1c1ccc(Cl)cc1 (configuration not stated)
 : 4 | 0.0 | 0.8 | 4
- CC1=CCC(/C(C)=N/Nc2ccc([N+](=O)[O-])cc2)CC1 (configuration not stated)
 : -17 | 0.0 | 0.8 | 7
- Cc1cc(O)c(C(=O)/C=C/c2cccc(O)c2)c(=O)o1
 : -10 | 0.1 | -0.6 | 6
- O=C(N/N=C/c1ccc2c(c1)OCO2)c1ccc(NC(=O)c2ccc(F)cc2)cc1
 : -8 | 0.0 | 4.1 | -9
- Cc1ccc(NC(=O)CCN2C(=O)C3C4C=CC(C4)C3C2=O)cc1Cl (configuration not stated)
 : -16 | 0.3 | -1.5 | 14
- COC(=O)NCC(c1cccnc1)N1CCN(c2ccccc2OC)CC1 (configuration not stated)
 : 0 | 0.1 | 0.7 | -30
- COC(=O)c1cccc2c(Br)ccc(C(=O)OC)c12
 : -3 | -0.1 | 1.9 | -4

Going on with the list.
Below each compound – TEAD-YAP inh | FBW7 activator | GPR151 activ | MITF inh
- O=C(O)CCN1C(=O)C(=O)/C(=C(\O)c2ccc(Cl)cc2)C1c1ccccc1Cl (configuration not stated)
 : -7 | 0.5 | 0.2 | 17
- COc1ccc(/C=C/C(=O)Nc2ccncc2)cc1
 : -51 | -0.1 | -3.4 | -5
- O=C(CSC1=Nc2ccccc2C2=NC(Cc3c[nH]c4ccccc34)C(=O)N12)NC1CCCCC1 (configuration not stated)
 : 7 | 0.0 | -0.5 | 5
- COc1cc(/C=C(/NC(=O)c2ccccc2)C(=O)Nc2ccccc2Br)cc(OC)c1OC
 : 13 | 0.4 | 0.5 | -5
- c1csc(C2=NNC(c3ccncc3)=Nc3ccccc32)c1
 : 9 | 0.1 | 1.3 | 71*
- CN(C)CCNc1cn[nH]c(=O)c1Cl
 : 0 | 0.0 | -0.6 | -7
- CC(=O)c1ccccc1NC(=O)COC(=O)c1ccc(NC(N)=O)cc1
 : 1 | -0.1 | -0.9 | 2
- O=c1c2ccccc2nc2n1CCC2
 : 3 | -0.1 | -0.5 | -29
- Cc1c(Cl)c(-c2n[nH]c(=S)n2-c2ccccc2)nn1C
 : 2 | 0.0 | 0.4 | 12
- C#CCSc1nc2c(c(=O)[nH]1)C1(CCCCC1)Cc1ccccc1-2
 : -3 | 0.0 | 0.4 | -3

(continued)
Below each compound – TEAD-YAP inh | FBW7 activator | GPR151 activ | MITF inh
- CCOc1cccc(CN2CCc3c(C(=O)N4CCCC4)c(OC)cc(=O)n3CC2)c1
 : -3 | 0.1 | 0.2 | 5
- CCn1c(N2CCN(C(=O)Nc3cccc(OC)c3)CC2)nc2ccccc21
 : -11 | -0.1 | -0.9 | -4
- Cc1ccccc1CN(c1ccc(C(N)=O)cc1)S(C)(=O)=O
 : -4 | -0.2 | -0.6 | -5
- Cc1nc2c(C(=O)NCc3ccco3)cnn2c(C)c1Cc1ccc(F)cc1Cl
 : -1 | 0.0 | 1.1 | 2
